# Assay outcomes from PubChem BioAssay.
# Lipid storage S3 – qHTS Assay for Lipid Storage Modulators in Drosophila S3 Cells; 320,000 compounds, 0.64% hits; Drosophila S3 cells, BODIPY lipid droplet fluorescence, 18-24 h; cells fed with added oleic acid; lipid storage change, negative = inhibition, % at the top dose, mostly 46.1 µM; hits show Potency in µM; active means well fitted inhibition curve with a large enough effect in the signal ratio, with a control signal flat, not every such curve was filed as active; inconclusive means small, poorly fitted or top-dose-only effect, or effect the other way, or a change in a side signal; the % refers to the signal ratio
#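 Drosophila S3 cells got compounds at several concentrations plus oleic acid (400 uM solution). Laser-scanning cytometry with 488 nm excitation read lipid droplets at 500-530 nm and cells at 575-640 nm. Percent activity was relative to 20 uM Triacsin C.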
# Lipid storage S3 cell count max – also measured in Lipid storage S3; calls as there; cell number change, %; measured here: cell count max response;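 cells counted by Cell Tracker Red CMTPX staining in the red channel; peak over a dose series mostly up to 46.1 µM; percent activity relative to internal control wells on each plate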
# Active calls of the source: *; i = inactive; ? = inconclusive; . = not tested or not shown. On the % scale 0 is the no-effect control and ±100 the full control effect; potency means the concentration at half of the fitted maximal effect. Only part of the results is shown, so the mix of outcomes need not match the whole.
SMILES,Lipid storage S3,Lipid storage S3 cell count max
N#Cc1c(C(F)(F)F)cc(-c2cccs2)nc1SCC(=O)O,3%,4
Cn1[nH]c(-c2ccccc2)c(/C=N/O)c1=O,?,.
CC(=O)c1ccc(N2CCN(C(=O)/C=C/c3cccs3)CC2)cc1,?,.
COc1nc(N)nc(N2CCOCC2)n1,?,.
CCOC(=O)Nc1ccc(C)cc1C,?,.
C#CCOc1ccc(/C=C2\SC(=S)N(Cc3cccnc3)C2=O)cc1,?,.
O=C(Nc1cccc(-c2cccc(F)c2)c1)C1CCN(Cc2ccc(CO)o2)CC1,?,.
CCOC(=O)c1sc2nc(CSc3ccccc3)[nH]c(=O)c2c1C,?,.
CC(C)(C)c1nc(SCC(=O)NCc2cccs2)c2ccccc2n1,-15%,13
COC(C(=O)N/N=C(\C)c1ccc(C(C)(C)C)cc1)c1ccccc1 (stereo not drawn),?,.
O=C(Cc1cccc2ccccc12)NCC(=O)N1CCN(Cc2cccc(C(F)(F)F)c2)CC1,28%,-19
CCCOc1cccc(-c2nnc(NC(=O)c3ccco3)s2)c1,i,-11
O=C(Nc1ccc2c(c1)nc1n2CCN(Cc2ccccc2)C1)NC1CCCCC1,?,.
Cc1ccc(C(=O)N2CCN(Cc3ccc4c(c3)OCO4)CC2)c(Cl)c1,?,.
COc1ccc(Nc2cc(C)nc(N)n2)cc1,-12%,-8
CCCC(=O)N1CCN(c2ccc(NC(=O)c3cc4ccccc4o3)cc2Cl)CC1,?,.
COc1ccc(CN(C)CC(=O)Nc2cc3oc4ccccc4c3cc2OC)c(OC)c1,?,.
Cc1ccc(NC(=O)c2ccc(COc3ccccc3[N+](=O)[O-])o2)nc1,15%,-5
O=C(CSc1nnc(C2CCCCC2)o1)N1CCCCC1,7%,7
CCn1ccnc1CN1CCCC(C(=O)c2ccc3cc(OC)ccc3c2)C1 (stereo not drawn),-6%,-12
CC(C)Oc1cccc(C(=O)NC(=S)Nc2ccc(Cl)c(C(=O)O)c2)c1,?,.
COc1cc(CNc2nc3ccccc3[nH]2)cc(OC)c1OC,-5%,-5
NC(=O)c1c(NC(=O)c2ccc(S(=O)(=O)N3CCOCC3)cc2)sc2c1CCCCC2,?,.
Cc1ccccc1OCCCC(=O)Nc1nccs1,?,.
N#Cc1c(NC(=O)C2CC(Cl)=CCC2C(=O)O)sc2c1CCCC2 (stereo not drawn),?,.
CCCCCCNC(=O)C(C#N)c1nc2ccccc2nc1N1CCOCC1 (stereo not drawn),?,.
Cc1ccc(C(=O)Nc2cccc(N(C)S(C)(=O)=O)c2)cc1S(=O)(=O)Nc1ccccc1,?,.
Cc1ccc(C)c(S(=O)(=O)N2CCCC2CNC(=O)C(=O)NCCc2ccco2)c1 (stereo not drawn),?,.
COc1ccc(CCNC(=O)CSc2nc(N)c(C#N)c(-c3cccs3)c2C#N)cc1OC,?,.
COc1ccccc1C(=O)NCCCNC(=O)c1cccnc1,i,14
Cc1cccn2cc(-c3ccc(S(=O)(=O)N4CCOCC4)cc3)nc12,?,.
O=C(Cc1ccc([N+](=O)[O-])cc1)N/N=C/c1ccco1,?,.
O=C(NCc1ccco1)c1sc2cccc(F)c2c1Cl,i,.
Nn1c(SCC(=O)NC(=O)NCc2ccccc2)nnc1C1CC1,?,.
Cc1cccc(NC(=O)C2CCCN(S(=O)(=O)c3c(C)nn(C)c3C)C2)n1 (stereo not drawn),24%,.
N#Cc1c(Cl)cccc1N1CCC(C(N)=O)CC1,11%,6
COc1ccc(CC(=O)Oc2ccccc2[N+](=O)[O-])cc1,?,.
O=[N+]([O-])c1cccc(S(=O)(=O)NCc2ccncc2)c1,10µM*,-4.0*
CC(C)CCn1c(Oc2ccccc2Cl)nc2c1c(=O)n(C)c(=O)n2C,-16%,-17
Cc1cc(C(=O)CCl)c(C)n1-c1cccc(S(=O)(=O)N2CCOCC2)c1,?,.

# Exported bar-delimited: 24 of the compounds above
canonical_smiles | Lipid storage S3 | Lipid storage S3 cell count max
CCCC(=O)N1CCN(c2ccc(NC(=O)c3cc4ccccc4o3)cc2Cl)CC1 | ? | .
COc1ccc(CN(C)CC(=O)Nc2cc3oc4ccccc4c3cc2OC)c(OC)c1 | ? | .
Cc1ccc(NC(=O)c2ccc(COc3ccccc3[N+](=O)[O-])o2)nc1 | 15% | -5
O=C(CSc1nnc(C2CCCCC2)o1)N1CCCCC1 | 7% | 7
CCn1ccnc1CN1CCCC(C(=O)c2ccc3cc(OC)ccc3c2)C1 (stereo not drawn) | -6% | -12
CC(C)Oc1cccc(C(=O)NC(=S)Nc2ccc(Cl)c(C(=O)O)c2)c1 | ? | .
COc1cc(CNc2nc3ccccc3[nH]2)cc(OC)c1OC | -5% | -5
NC(=O)c1c(NC(=O)c2ccc(S(=O)(=O)N3CCOCC3)cc2)sc2c1CCCCC2 | ? | .
Cc1ccccc1OCCCC(=O)Nc1nccs1 | ? | .
N#Cc1c(NC(=O)C2CC(Cl)=CCC2C(=O)O)sc2c1CCCC2 (stereo not drawn) | ? | .
CCCCCCNC(=O)C(C#N)c1nc2ccccc2nc1N1CCOCC1 (stereo not drawn) | ? | .
Cc1ccc(C(=O)Nc2cccc(N(C)S(C)(=O)=O)c2)cc1S(=O)(=O)Nc1ccccc1 | ? | .
Cc1ccc(C)c(S(=O)(=O)N2CCCC2CNC(=O)C(=O)NCCc2ccco2)c1 (stereo not drawn) | ? | .
COc1ccc(CCNC(=O)CSc2nc(N)c(C#N)c(-c3cccs3)c2C#N)cc1OC | ? | .
COc1ccccc1C(=O)NCCCNC(=O)c1cccnc1 | i | 14
Cc1cccn2cc(-c3ccc(S(=O)(=O)N4CCOCC4)cc3)nc12 | ? | .
O=C(Cc1ccc([N+](=O)[O-])cc1)N/N=C/c1ccco1 | ? | .
O=C(NCc1ccco1)c1sc2cccc(F)c2c1Cl | i | .
Nn1c(SCC(=O)NC(=O)NCc2ccccc2)nnc1C1CC1 | ? | .
Cc1cccc(NC(=O)C2CCCN(S(=O)(=O)c3c(C)nn(C)c3C)C2)n1 (stereo not drawn) | 24% | .
N#Cc1c(Cl)cccc1N1CCC(C(N)=O)CC1 | 11% | 6
COc1ccc(CC(=O)Oc2ccccc2[N+](=O)[O-])cc1 | ? | .
O=[N+]([O-])c1cccc(S(=O)(=O)NCc2ccncc2)c1 | 10µM* | -4.0*
CC(C)CCn1c(Oc2ccccc2Cl)nc2c1c(=O)n(C)c(=O)n2C | -16% | -17

# Further records follow:
SMILES,Lipid storage S3,Lipid storage S3 cell count max
CN1C(=O)SC(Nc2ccc(F)cc2)C1=O (stereo not drawn),6%,2
Cc1cc(/C=N/NC(=O)c2ccc(O)cc2)c(C)n1C1CC1,?,.
COc1cc(CN2CCC(CCC(=O)NC3CC3)CC2)cc(Cl)c1OC,?,.
Cc1cccc(NC(=O)c2cnn(-c3ccccc3)c2C)c1C,3%,-9
COc1cccc(-n2c(Cn3nc(C(F)F)cc3C(F)F)n[nH]c2=S)c1,?,.
O=C(NC1CC1)C1CCC(=O)N1C1CCCC1 (stereo not drawn),?,.
Cc1cccc(NC(=S)NCc2ccccc2)c1C,-3%,7
NC(=O)c1ccccc1NC(=O)CN1CCN(Cc2ccccc2)CC1,9%,15
CCN(CCNC(=O)C1CCN(S(=O)(=O)CC)CC1)c1ccccc1,i,.
Nc1nc(SCC(=O)c2c(N)n(Cc3ccccc3)c(=O)[nH]c2=O)n[nH]1,3%,-7
O=C(c1ccco1)n1nc(-c2ccccc2)nc1NCc1ccco1,13%,-3
Cc1cc(C)c(C(=O)/C=C/c2cccs2)c(=O)[nH]1,?,.
O=C(c1ccco1)N1CCN(Cc2cn[nH]c2-c2cccc3ccccc23)CC1,-5%,8
CSc1ccc(C(=S)N2CCN(CCO)CC2)cc1,-3%,-2
COc1cccc2cc(C(=O)C3=C(O)C(=O)N(CCN(C)C)C3c3ccc(Cl)cc3)oc12 (stereo not drawn),-1%,13
Cc1cc(C)nc(NC2=NCC(=O)N2c2ccc(Cl)cc2)n1,?,.
COc1ccc2c(/C=C/c3cc[n+](C)cc3)c[nH]c2c1,?,.
CC(=O)Nc1ccc(OC(F)(F)C(F)C(F)(F)F)c(NC(C)=O)c1 (stereo not drawn),?,.
Cc1cccc(NC(=S)NNC(=O)c2sccc2C)c1,?,.
Cc1nnc(SCC(=O)NNC(=O)c2ccc(Cl)cc2)n1CC1CCCO1 (stereo not drawn),5%,-9
CCOc1ccc(-n2ccc(=O)c(C(=O)Nc3ccc(S(=O)(=O)N4CCOCC4)cc3)n2)cc1,18%,13
CC(C)CCN1CCN(Cc2nc(-c3ccc(F)cc3)cs2)CC1CCO (stereo not drawn),14%,10
CC(NC(=O)Nc1ccc(O)cc1)(C(F)(F)F)C(F)(F)F,-1%,9
CCc1nc(SCc2cccnc2)c2c(=O)n(C)c(=O)n(C)c2n1,?,.
CCSc1ncc(C)cc1[N+](=O)[O-],?,.
O=C(NCCc1ccccc1)C1CCN(Cc2ccccc2F)CC1,?,.
Cc1ccc([N+](=O)[O-])cc1N=Nc1c(-c2ccc([N+](=O)[O-])cc2)[nH]n(C(N)=S)c1=O,?,.
CC(C)c1onc(C(=O)NCc2ccc(F)cc2)c1[N+](=O)[O-],8%,-9
CC(=O)c1cccc(CN2CCc3ccc(NC(=O)C4CCCO4)cc3C2)c1 (stereo not drawn),5%,13
CC(=O)N1CC2(CC(=O)OC(C)C)CN(C(C)=O)CC(CC(=O)OC(C)C)(C1)C2=O,?,.
COc1cc(OC)c(N2CC(C(=O)Nc3cccc(C(=O)NC4CC4)c3)CC2=O)cc1Cl (stereo not drawn),0%,2
O=C(Nc1ccc(N2CCCCC2)c(Cl)c1)c1cccnc1,?,.
COC(=O)c1ccc(C2c3c(oc4ccc(F)cc4c3=O)C(=O)N2CCO)cc1 (stereo not drawn),24%,0
CS(=O)(=O)N1CCc2nc(-c3ccccc3)sc2C1,13%,17
Cc1cccc(NC(=S)NNC(=O)c2csc3c2CCCC3)c1,-3%,-1
